# High-throughput results (PubChem)
# LYPLA1 inh: blocks human lysophospholipase 1, a PME1 counter-screen | recombinant LYPLA1, FP-Rh probe fluorescence polarization | 0.16% of 320,000 active | O75608 | AID 2174 | inhibition, % at 5.9 µM;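 active = inhibition above the mean of all tested compounds plus 3 SD, set per campaign, cut at about 14% in these data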;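 also: inhibitors block serine hydrolase probe labeling of LYPLA1 so polarization falls; 0% = enzyme with DMSO and 100% = wells lacking LYPLA1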
# ZTA DNA inh: blocks Epstein-Barr virus ZTA, an EBNA-1 counter-screen. ZTA-DNA binding, fluorescence polarization. inhibition, % at 11 µM. 0.15% of 320,000 active. AID 2234; in the data active = inhibition above about 33%
# LYPLA2 counter: LYPLA2 (human) inhibition in PME1 counter-screen; O95372; recombinant LYPLA2, FP-Rh probe fluorescence polarization; inhibition, % at 5.9 µM; 0.38% of 320,000 active; AID 2177;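 active = inhibition above the screen-wide mean plus 3 SD, limit set per campaign, cut at about 26% in these data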;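 also: 0% = LYPLA2 with DMSO and 100% = wells lacking LYPLA2 enzyme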
# PAFAH2 FP inh: inhibitors of human PAFAH2; recombinant PAFAH2, FP-rhodamine activity probe, fluorescence polarization; inhibition, % at 3.39 µM; 0.99% of 340,000 active; AID 492956;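 active = inhibition above the mean over all tested compounds plus 3 SD, cut at about 30% in these data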;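 also: inhibitors block probe labeling of enzyme so polarization drops; 0% = enzyme with DMSO and 100% = wells lacking PAFAH2 protein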
# EBNA-1 inhibitor: blocks EBNA-1 binding to DNA; EBNA-1 DNA binding, fluorescence polarization; inhibition, % at 14.8 µM; AID 1950; 0.34% of 300,000 active; in the data active = inhibition above about 28%
# PREPL inh: inhibits the human prolyl oligopeptidase-like enzyme | Q4J6C6 | recombinant PREPL, fluorescence polarization activity-based probe | inhibition, % at 5.96 µM | 0.68% of 320,000 active; in the data active = inhibition above about 43%;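 also: 0% = enzyme with DMSO and 100% = wells lacking enzyme; many of its hits are not listed in these tables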
# Target sequence (Q4J6C6 whole entry, looked up): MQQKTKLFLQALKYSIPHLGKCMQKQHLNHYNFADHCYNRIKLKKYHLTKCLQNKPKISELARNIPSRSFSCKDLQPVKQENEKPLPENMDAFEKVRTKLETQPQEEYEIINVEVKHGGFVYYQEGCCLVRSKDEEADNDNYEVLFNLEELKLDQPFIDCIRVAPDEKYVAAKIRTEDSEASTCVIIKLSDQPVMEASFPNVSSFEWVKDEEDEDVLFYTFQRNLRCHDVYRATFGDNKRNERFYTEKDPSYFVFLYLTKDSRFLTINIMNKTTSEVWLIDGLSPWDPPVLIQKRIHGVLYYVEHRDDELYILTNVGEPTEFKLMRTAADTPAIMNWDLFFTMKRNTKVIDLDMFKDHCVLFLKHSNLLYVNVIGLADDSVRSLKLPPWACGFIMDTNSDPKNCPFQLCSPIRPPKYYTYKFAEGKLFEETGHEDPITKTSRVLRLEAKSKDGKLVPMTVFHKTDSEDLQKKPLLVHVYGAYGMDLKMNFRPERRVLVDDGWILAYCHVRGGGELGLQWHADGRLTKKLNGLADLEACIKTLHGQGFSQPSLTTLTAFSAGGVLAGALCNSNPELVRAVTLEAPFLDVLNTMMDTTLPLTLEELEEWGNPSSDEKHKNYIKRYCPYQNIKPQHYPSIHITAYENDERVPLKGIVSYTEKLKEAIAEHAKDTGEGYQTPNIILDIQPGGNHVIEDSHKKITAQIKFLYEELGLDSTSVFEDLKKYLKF
# PAFAH1B2 FP inh: inhibitors of human PAFAH1B2; 1.2% of 340,000 active; recombinant PAFAH1B2, FP-rhodamine activity probe, fluorescence polarization; inhibition, % at 3.39 µM;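 active = inhibition above the mean of all tested compounds plus 3 SD, cut at about 24% in these data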;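 also: 0% = enzyme with DMSO and 100% = wells lacking PAFAH1B2; many of its hits are not listed in these tables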
# Target sequence (P68402 whole entry, looked up): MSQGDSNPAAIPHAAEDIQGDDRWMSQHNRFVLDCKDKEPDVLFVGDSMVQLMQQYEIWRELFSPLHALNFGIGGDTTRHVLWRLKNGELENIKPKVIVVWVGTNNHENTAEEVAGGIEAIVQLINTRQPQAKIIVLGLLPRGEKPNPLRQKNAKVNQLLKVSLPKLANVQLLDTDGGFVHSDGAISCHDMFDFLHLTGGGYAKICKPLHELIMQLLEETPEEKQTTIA
# PAFAH1B3 inh: PAFAH1B3 (human) inhibition; recombinant PAFAH1B3, FP-rhodamine probe, fluorescence polarization; Q15102; 0.28% of 340,000 active; AID 492972; inhibition, % at 3.39 µM;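 active = inhibition above the screen-wide average of all tested compounds plus 3 SD, cut at about 25% in these data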;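 also: 0% = enzyme with DMSO only and 100% = wells lacking PAFAH1B3 protein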
# pPAFAH FP inh: inhibitors of human plasma PAF acetylhydrolase (pPAFAH) | inhibition, % at 3.39 µM | recombinant pPAFAH, FP-rhodamine probe fluorescence polarization | 1.5% of 330,000 active | Q13093;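 active = inhibition above the mean inhibition across the screen plus 3 SD, cut at about 25% in these data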;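 also: inhibitors block binding of the rhodamine activity-based probe so polarization drops; 0% = enzyme with DMSO and 100% = wells lacking pPAFAH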
# * marks the source's active call; other numbers are inactive results; nt = no result given. An excerpt. The share of hits here may be higher or lower than overall.
no. | mol | LYPLA1 inh | ZTA DNA inh | LYPLA2 counter | PAFAH2 FP inh | EBNA-1 inhibitor | PREPL inh | PAFAH1B2 FP inh | PAFAH1B3 inh | pPAFAH FP inh
1 | COc1ccc(C2/C(=C(/O)c3ccc(Br)cc3)C(=O)C(=O)N2C)cc1OC (centres undefined) | 0 | 7 | -1 | -2 | -4 | 5 | 1 | 4 | 1
2 | Cc1ccc2nc(N/N=C\c3ccc([N+](=O)[O-])o3)nc(-c3ccccc3)c2c1 | 3 | 7 | 7 | 5 | -6 | 11 | -3 | 5 | 12
3 | CC1Cc2ccccc2N1CC(=O)NC(=O)NC(C)(C)C (centres undefined) | 3 | -12 | 3 | 1 | 6 | -4 | 0 | 4 | 3
4 | COc1cccc(NC(=O)CSCc2cc(=O)n3ccsc3n2)c1 | 3 | -3 | 6 | -1 | 20 | -8 | 0 | -1 | -2
5 | Cc1cc(NC(=O)CSc2nc(N)c(NC(=O)c3ccccc3)c(=O)[nH]2)no1 | -3 | 20 | -1 | -3 | -6 | 5 | 2 | -6 | 5
6 | CC1CCC(NC(=O)CN(C)CC(=O)Nc2ccc(F)cc2)CC1 (centres undefined) | -2 | -6 | 1 | -3 | nt | -5 | 5 | -4 | 0
7 | COc1c(Br)cc(Br)cc1/C=N/n1c(C)nnc1C | -4 | -3 | -4 | 0 | 11 | -3 | 1 | 5 | 4
8 | Cc1ccc(-c2c(C)sc3nc[nH]c(=O)c23)cc1C | -1 | -1 | 3 | 3 | 16 | -3 | 2 | -4 | 1
9 | O=P(O)(c1ccccc1)c1ccccc1O | 1 | 4 | 2 | -3 | 13 | -7 | 0 | 3 | 6
10 | O=C(Nn1cnnc1)c1cc2c(s1)CCCCC2 | 0 | -17 | 1 | -6 | 11 | 7 | 6 | 1 | 3
11 | CCN(CC)CC(=O)Nc1sc2c(c1C(=O)c1ccccc1OC)CCC2 | -3 | -4 | -2 | 2 | -7 | -3 | 0 | 2 | 1
12 | COc1ccc(N2CCN(C(=O)CNC(=O)c3cccs3)CC2)cc1 | -2 | 2 | 5 | 13 | 4 | 5 | 1 | -3 | 3
13 | CS(=O)(=O)N1CC(C(=O)NC2CCCC2)Oc2ccc(Cl)cc21 (centres undefined) | 1 | 0 | 6 | -13 | 3 | 5 | 6 | 6 | 0
14 | O=C(Cn1ncc2c(=O)oc3ccccc3c21)NCc1cccnc1 | -4 | -2 | 2 | 0 | -2 | 2 | 1 | 5 | -1
15 | CCCCc1ccc(NC(=O)CSC2=NN3CCCC(=O)N=C3S2)cc1 | -2 | 2 | 1 | -2 | 7 | -4 | -3 | -6 | 11
16 | CCCn1nc(C(=O)NCC2COc3ccccc3O2)c2ccccc2c1=O (centres undefined) | -2 | -7 | -6 | 3 | nt | -16 | 3 | -1 | 5
17 | CN(CCc1ccccc1)C(=O)c1ccc(NC(=O)Cc2ccc([N+](=O)[O-])cc2)cc1 | nt | nt | nt | 7 | nt | 21 | 3 | 2 | 2
18 | NC(=O)c1cc(C(=O)Cc2ccc(Cl)cc2)c[nH]1 | -3 | -16 | -2 | -2 | -9 | -5 | 23 | 5 | -4
19 | C/C(CC(=O)NCc1ccccc1)=N\NC(=O)c1cnccn1 | -2 | -3 | 6 | -8 | 5 | 4 | 2 | 4 | 7
20 | CCOC(=O)c1sc(=S)n(-c2ccc(OC)cc2)c1C | 4 | 6 | 5 | nt | -9 | -4 | nt | nt | 11
21 | Cn1c2ccccc2c(=O)c2c(=O)n(Cc3ccco3)c(-c3ccc(F)cc3)nc21 | -3 | 17 | -2 | 7 | -1 | -4 | -1 | -6 | 4
22 | CCCCC(=O)Nc1ccc(NC(=S)NC(=O)c2cccs2)cc1OC | -1 | 1 | 13 | -3 | -5 | 2 | 7 | 14 | 5
23 | Cc1ccc(NC(=O)CSc2nc3nc(C)cc(C)c3c(=O)[nH]2)cc1 | 0 | 6 | -4 | 2 | 6 | -8 | 3 | 12 | 1
24 | CCCCNC(=O)O[C@@H]1C[C@@H]2CCN3C(=O)CCC[C@H]([C@H]1CC)[C@H]23 | 2 | 14 | 4 | -4 | 11 | 2 | -7 | 9 | 5
25 | CCOC(=O)/C(=C\C=C\N1CCOCC1)C(C)=O | -4 | -6 | 2 | -1 | 8 | -1 | -4 | -5 | 6
26 | CCOC(=O)CSc1nnc(CNC(=O)c2cccs2)n1Cc1ccccc1 | -3 | -5 | -1 | 4 | -3 | 5 | 1 | -1 | -2
27 | CC(C)(C)n1nnnc1C(c1cccs1)N1CCN(Cc2ccc3c(c2)OCO3)CC1 (centres undefined) | 0 | -12 | 0 | -8 | 9 | 16 | -2 | 12 | 2
28 | O=C(O)c1cccc2c1C(=O)N(Cc1ccccc1)C2 | -1 | 2 | 5 | 1 | 5 | -6 | 0 | 6 | 1
29 | O=C(NNC(=O)c1ccccc1Br)c1cnccn1 | nt | nt | nt | -3 | nt | 3 | -1 | 3 | 2
30 | Cc1nc(-c2ccc(S(=O)(=O)N3CCCCCC3)cc2)cs1 | -3 | 0 | -1 | 1 | 5 | -6 | 7 | 0 | 5
31 | Cc1sc2ncn(CCn3cnc4sc(C)c(C)c4c3=O)c(=O)c2c1C | -2 | 7 | -7 | 7 | -2 | -4 | 11 | 8 | -2
32 | CCn1c(CSc2nc3ccccc3s2)nnc1SCC(=O)c1ccc(O)c(O)c1 | -5 | 6 | 3 | 50* | 6 | 29 | 7 | 11 | 40*
33 | COc1cc(/C=N/c2oc(C)c(C)c2C#N)cc(Br)c1O | -12 | 5 | -17 | -5 | 3 | -11 | -8 | -2 | -7
34 | COc1ccccc1OCC(=O)Nc1ccc2c(c1)C(=O)N(CC1CCCO1)C2=O (centres undefined) | 0 | 0 | 6 | -4 | -8 | -6 | 2 | -3 | 1
35 | ClCC1CSC(=NC23CC4CC(CC(C4)C2)C3)O1 (centres undefined) | 1 | -5 | 1 | -2 | -4 | 14 | 10 | 4 | -3
36 | c1ccc2sc(NN=C3CCCC3)nc2c1 | 0 | 12 | -8 | -4 | 10 | 12 | -1 | 5 | 6
37 | CC(=O)c1ccc(N2CCN(CC(=O)Nc3ccccc3C(=O)NC3CC3)CC2)c(F)c1 | 0 | 1 | -1 | -7 | nt | 4 | 1 | 4 | -1
38 | Cc1ccc(C(=O)NCC(=O)N/N=C/c2cccs2)cc1[N+](=O)[O-] | -1 | -3 | 2 | 6 | -3 | -4 | 3 | 9 | 5
39 | Cc1cc(NC(=O)C2=C(O)c3ccccc3S(=O)(=O)N2C)no1 | -3 | 0 | 1 | 2 | 2 | 2 | -4 | 5 | 0
40 | O=C(CSc1nc(C2CC2)nc2ccccc12)N1CCCCC1 | -5 | -11 | 3 | 10 | -20 | -1 | 3 | 5 | -3
41 | Cc1cc(NC(=O)c2ccccc2F)cc(C)c1OCC(=O)N1CCOCC1 | 4 | 1 | 7 | -5 | 8 | 6 | 0 | 10 | 5
42 | O=C(NNC(=O)C1CCN(S(=O)(=O)c2cccc(C(F)(F)F)c2)CC1)C1CC1 | 2 | 10 | -5 | 7 | 0 | 8 | 1 | 0 | 0
43 | Cc1ccc2c(c1)CCCN2C(=O)Nc1ccc2c(c1)OCO2 | 2 | 3 | -2 | 0 | 10 | -4 | 8 | 5 | 0
44 | CCOc1ccc(NC(=O)CN2CCN(CC(=O)c3ccc(OC)c(OC)c3)CC2)cc1 | 1 | -14 | 10 | 1 | 1 | 9 | 2 | 2 | 1
45 | O=C(C[n+]1ccncc1)c1ccccc1 | -4 | -8 | -5 | -1 | -10 | 12 | 1 | 3 | 13
46 | Cc1cccc(-n2ncc3c(NCCN4CCOCC4)ncnc32)c1 | 0 | 8 | 2 | 5 | -2 | 1 | -2 | 9 | 1
47 | CCc1c(C)nc(N2CCN(Cc3ccccc3)CC2)[nH]c1=O | -1 | -7 | 2 | -2 | -17 | -6 | 2 | 16 | -4
48 | COC(=O)[C@]1(C)N[C@H](CN(C)S(=O)(=O)c2ccc(-c3ccccc3)cc2)[C@@H]2C(=O)N(Cc3ccccc3)C(=O)[C@@H]21 | nt | nt | nt | 6 | nt | 23 | 6 | 15 | 1
49 | Cc1cc(NNC(=O)c2cccc(C(F)(F)F)c2)nc2c1c(C)nn2C | 0 | -14 | -1 | 4 | 2 | 21 | 4 | 8 | 0
50 | CCc1ccc2c(CN3CCN(S(=O)(=O)c4ccccc4F)CC3)cc(=O)oc2c1 | nt | nt | nt | -5 | nt | -18 | -4 | 1 | 5

# The listing continues.
no. | mol | LYPLA1 inh | ZTA DNA inh | LYPLA2 counter | PAFAH2 FP inh | EBNA-1 inhibitor | PREPL inh | PAFAH1B2 FP inh | PAFAH1B3 inh | pPAFAH FP inh
51 | COc1cc(-c2noc(C)n2)cc(OC)c1OC | -2 | -5 | 2 | -2 | -13 | -5 | -5 | 7 | -1
52 | CC(C)NC(=S)NNC(=O)C12CC3CC(CC(C3)C1)C2 | -3 | -5 | 4 | -1 | -10 | 7 | 8 | 11 | 3
53 | COC(=O)C1=C(C)NC(=S)NC1c1ccc(OCC(=O)N2CCCCC2)c(OC)c1 (centres undefined) | 1 | 1 | 0 | -8 | 9 | 3 | -3 | -14 | 1
54 | CCOC(=O)c1sc(NC(=O)/C=C/c2c(F)cccc2Cl)nc1C | -6 | 8 | -12 | -67 | 0 | 9 | -28 | -40 | 7
55 | CCc1ccc(C(=O)Nc2nc(C)cs2)s1 | -1 | -16 | -7 | -1 | -6 | -8 | 1 | 8 | -9
56 | COCc1cc(C)nc(SCC(=O)Nc2ccc3c(c2)OCO3)c1C#N | -2 | 8 | 2 | 3 | 4 | 1 | 5 | -4 | 4
57 | CCOC(=O)c1nn(-c2ccccc2C)c2nc(Nc3ccccc3)cc(=O)n12 | 0 | -17 | 2 | 3 | -8 | 10 | -3 | -2 | 1
58 | CC1CCCCN1C(=O)CSc1nc2cc3c(cc2c(=O)n1Cc1ccc2c(c1)OCO2)OCO3 (centres undefined) | -2 | -9 | -3 | 6 | 10 | -4 | -5 | 1 | 2
59 | O=[N+]([O-])c1cc(S(=O)(=O)Nc2ccccc2)ccc1-n1nnc2ccccc21 | -3 | 2 | -3 | 2 | 9 | -17 | 6 | 2 | 13
60 | Cn1cnnc1SCC(=O)Nc1ccccc1Oc1ccccc1 | -3 | -1 | -1 | -2 | -5 | 2 | 2 | -8 | -3
61 | O=C(O)c1ccccc1C(=O)Nc1nccs1 | 3 | 11 | 6 | -1 | 7 | 2 | 2 | 8 | 0
62 | CN(CC(=O)Nc1ccccc1Cl)C(=O)COC(=O)c1ccc(Cl)nc1 | 1 | -1 | 0 | -1 | -2 | 3 | -4 | 5 | 4
63 | O=C(Nc1c(C(=O)N2CCC(N3CCCCC3)CC2)oc2ccccc12)c1ccc(F)cc1 | -2 | -2 | -5 | -2 | -8 | -10 | 1 | 1 | 2
64 | O=C(Cc1ccccc1)Nc1c[nH]c(=O)[nH]c1=O | -1 | -3 | -6 | -6 | 6 | 4 | 1 | 10 | 2
65 | C=CCN(CC=C)CCOc1ccc2ccccc2c1 | 0 | -4 | -5 | -2 | -3 | 5 | 5 | -1 | 2
